HIF-2a inh: inhibitors of HIF-2a | 786-0 RCC cells HIF-2a reporter, luciferase luminescence, overnight | inhibition, % at 18.8 µM | 360,000 compounds, 0.72% hits;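 active = inhibition of the luminescence signal of 40% or more relative to plate controls, in a single-dose primary screen at 18.75 µM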
EBV LMP1 NFkB: Epstein-Barr LMP1 NF-kappaB reporter inhibition; AID 504558; 350,000 compounds, 0.69% hits; LMP1-induced NF-kappaB luciferase reporter cells, luminescence; inhibition, % at 12.5 µM; in the data active = inhibition above about 41%;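 note: 0% = neutral control wells and 100% = reference inhibitor control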
TRPM1 prom inh: reduces MITF-dependent TRPM1 promoter luciferase signal; SK-MEL-5 TRPM1 promoter luciferase, 24 h; inhibition, % at 12.5 µM; 330,000 compounds, 0.83% hits; AID 488899;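 active = mean inhibition across replicates of 60% or more, whatever share of single replicates reaches that level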; note: values of inactives mirror those of a sister screen read the other way
Peg3 prom inh: inhibitors of Peg3 promoter; 360,000 compounds, 1.7% hits; HeLa PEG-Prom luciferase reporter, luminescence, overnight; inhibition, % at 20 µM;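 active = inhibition of at least 50% at 20 µM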
CF NFkB inh: inhibitors of cystic fibrosis induced NF-kB; KKLEB NF-kB-GFP reporter, PAF-induced, GFP fluorescence overnight; inhibition, % at 5 µM; 360,000 compounds, 0.86% hits;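 active = at least 50% inhibition at 5 µM, scaled per plate between neutral and stimulator controls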;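 note: PAF is a Pseudomonas aeruginosa culture filtrate used as stimulus; plate controls were PAF-stimulated DMSO wells for no effect and unstimulated DMSO wells for full effect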
NR2E3 ag-1: agonists of human nuclear receptor NR2E3; Q9Y5X4; GST-NR2E3/biotin-RetCOR TR-FRET, 1536-well; inhibition of corepressor binding, % at 4.78 µM; 320,000 compounds, 0.12% hits; AID 2300;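 active = percent inhibition above the cutoff of mean plus 3 SD of all tested compounds, set per screening campaign, cut at about 20% in these data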;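 note: 0% = DMSO wells and 100% = biotin wells as full block of FRET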
Target sequence (Q9Y5X4 whole entry, looked up): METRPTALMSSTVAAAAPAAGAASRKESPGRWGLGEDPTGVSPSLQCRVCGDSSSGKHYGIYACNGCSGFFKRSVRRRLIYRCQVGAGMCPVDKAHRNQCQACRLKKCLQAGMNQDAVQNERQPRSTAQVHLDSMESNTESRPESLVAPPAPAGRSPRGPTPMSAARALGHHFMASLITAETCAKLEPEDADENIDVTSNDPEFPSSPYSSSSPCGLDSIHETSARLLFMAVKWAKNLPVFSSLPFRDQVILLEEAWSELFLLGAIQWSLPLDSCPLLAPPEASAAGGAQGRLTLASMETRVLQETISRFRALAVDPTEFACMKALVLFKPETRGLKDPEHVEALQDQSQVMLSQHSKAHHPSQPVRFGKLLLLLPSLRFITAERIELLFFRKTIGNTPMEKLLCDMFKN
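Format: 1536-well format; test system: GST-NR2E3 and biotin-RetCOR proteins; read-out basis: percent inhibition of TR-FRET ratio; timing: 5 h incubation at 4 °C; detection: time-resolved FRET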
KKLEB tox: CF airway cell cytotoxicity counter-screen. KKLEB CF airway cells viability, ATPlite luminescence, overnight; hits give low values; cells stimulated with P. aeruginosa culture filtrate. 360,000 compounds, 0.36% hits. activity change (cytotoxicity), % at 5 µM;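 active = corrected activity change at or below -50% at 5 µM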
hiPSC survival: enhancers of human iPSC single-cell survival; hiPSC single-cell survival, ATPlite luminescence; 100% = ROCK inhibitor wells, 0% = DMSO; survival enhancement, % at 20 µM; 360,000 compounds, 0.044% hits; in the data active = survival enhancement above about 18%;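 note: cells exposed to compounds for 16 hours before the ATP read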
NR2E3 ag-2: activates human NR2E3 receptor. Q9Y5X4. CHO-S Gal4-NCOR/VP16-NR2E3 two-hybrid, luciferase. inhibition of corepressor binding, % at 3.98 µM. 360,000 compounds, 0.35% hits. AID 602229;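 active = inhibition above the mean of all tested compounds plus 3 SD, cut at about 70% in these data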;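 note: 0% = DMSO with NR2E3 transfected cells and 100% = cells lacking NR2E3 construct; higher means lower luciferase signal from less NR2E3 corepressor binding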
Shn3 3UTR inh: reduces Shn3 3'UTR luciferase signal in osteoblasts | AID 588674 | 360,000 compounds, 0.52% hits | inhibition, % at 12.5 µM | Clone20 osteoblast Shn3 3'UTR firefly luciferase, 24 h;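 active = mean inhibition of at least 75% with every replicate also reaching 75%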;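 note: 0% = median of neutral control wells and 100% = pilot-screen positive control compound; some compounds past the cut are filed as inactive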
TRAIL sens C8: caspase-8 TRAIL sensitization; NB7+C8 cells + TRAIL, ATPlite viability luminescence; inhibition (viability loss, TRAIL sensitization), % at 10 µM; 360,000 compounds, 1% hits; AID 624354;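 active = compounds causing at least 50% loss of cell viability in the single-dose screen, relative to plate controls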
* hit, by the source's call; · = no result given.

SMILES	HIF-2a inh	EBV LMP1 NFkB	TRPM1 prom inh	Peg3 prom inh	CF NFkB inh	NR2E3 ag-1	KKLEB tox	hiPSC survival	NR2E3 ag-2	Shn3 3UTR inh	TRAIL sens C8
O=C(Nc1ccc(S(=O)(=O)Nc2ncccn2)cc1)c1cccc(S(=O)(=O)N2CCCC2)c1	13	-5	8	13	-14	-1	9	0.1	5	-14	-7
COc1ccc2c(c1)c(C(O)CN1CCC(Cc3ccccc3)CC1)c(C)n2C (configuration not stated)	22	-1	-2	16	7	-1	-5	-3.1	-8	-15	-14
CC(=O)NCCNc1nc2cc(-c3ccc(C(=O)N4CCN(C)CC4)cc3)sc2c(=O)n1C	7	·	·	11	-23	·	11	2.9	8	-9	11
CCOC(=O)C1CCCN(C(=O)c2cccc(S(=O)(=O)NCc3ccccc3)c2)C1 (configuration not stated)	8	-4	·	2	4	·	3	-1.5	-6	11	-10
Cc1cc(NCc2ccc(F)cc2)nc2cc(Cl)ccc12	20	-15	4	16	-26	4	2	0.2	4	-10	-22
COC(=O)CCC(=O)OC1(C)C(=O)C=C2C=C(C3CC3)N(c3cccc(C#N)c3)C=C2C1=O (configuration not stated)	7	-4	11	9	-24	3	20	0.3	16	-15	2
CCOC(=O)C1=C(COC(=O)CNS(=O)(=O)c2ccc(C)c(C)c2)NC(=O)NC1C (configuration not stated)	9	-10	·	4	-4	·	-6	-1.2	-50	8	-23
COc1ccc(NC(=O)NCCN2CCN(c3cccc(Cl)c3)CC2)cc1	0	-6	·	14	23	5	-9	1.9	-6	-9	1
O=C(Nc1ccccn1)c1cc2ccccc2o1	45*	46*	62*	51*	-3	2	-29	-6.0	-128	-22	83*
CC(C)c1onc(C(=O)N2CCOCC2)c1[N+](=O)[O-]	16	-4	-3	2	11	4	-8	-2.2	3	8	-10
C#CCNC(=O)C1=C[C@@H](c2ccc(Br)cc2)[C@H](CCCO)[C@@H](OCC)O1	1	1	11	13	-12	4	13	0.3	-42	19	16
COC(=O)c1ccc(C2SCC(=O)N2Cc2ccccc2)cc1 (configuration not stated)	-2	-5	0	12	-5	0	-15	-0.6	-13	-43	14
O=C(O)CSCc1ccc(Cl)cc1	11	1	5	5	13	0	-8	1.9	-3	4	-14
COCCN(C(=O)CC(C)(C)C)c1nnc(-c2cccnc2)s1	15	7	-1	12	-3	2	0	3.0	-14	-6	-13
CCCN(Cc1nnc(-c2cccs2)o1)C(=O)CN1C(=O)NC2(CCC(C)CC2)C1=O (configuration not stated)	9	-2	0	1	-26	-1	-9	-0.4	9	-8	-1
CCOC(=O)c1cccc(NC(=O)CSc2nnc(C3CCCCC3)n2CC)c1	9	-14	-3	5	6	1	4	7.1	-7	-10	-14
O=C(Nc1ccccc1OC(F)F)c1ccccc1	-6	-6	8	-7	6	0	-18	-3.2	4	20	-6
FC(F)(F)c1nnc(-c2ccccc2)nc1Oc1ccccc1	14	-2	0	2	0	3	0	-1.5	-7	-15	2
COc1ccc(O)c(CN2CCCC(C(=O)Nc3cccc(-n4cccn4)c3)C2)c1 (configuration not stated)	14	-5	0	7	20	·	-18	-0.1	-8	-10	-17
O=C(NNS(=O)(=O)c1ccc(Cl)cc1)C1CCN(Cc2ccccc2)CC1	-1	-11	6	5	-7	0	4	2.5	-1	2	-6
O=C(Oc1cccc(NC(=O)c2ccco2)c1)c1cccc(S(=O)(=O)N2CCCC2)c1	-87	-1	-7	-36	4	1	-2	-0.8	-1	-19	2
CC1(C(=O)NS(=O)(=O)C2CC2)CCN(C(=O)c2ccccc2C(F)(F)F)C1 (configuration not stated)	1	·	·	3	13	·	-11	0.1	-10	7	-13
COc1ccc(C(=O)N2c3ccc(F)cc3CCC2C)cc1OC (configuration not stated)	15	8	15	15	-2	-2	-18	-0.6	-21	-17	9
FC(F)(F)c1ccccc1Cc1c(C2CCCCC2)nc2ccc(Cl)cn12	-8	·	·	-2	23	·	-18	-0.7	2	-8	-7
Cc1cccc(C(=O)OCC(=O)c2c(C)[nH]c3ccccc23)c1O	-205	-35	-81	-288	34	1	0	0.8	-109	-42	6

(listing goes on)
SMILES	HIF-2a inh	EBV LMP1 NFkB	TRPM1 prom inh	Peg3 prom inh	CF NFkB inh	NR2E3 ag-1	KKLEB tox	hiPSC survival	NR2E3 ag-2	Shn3 3UTR inh	TRAIL sens C8
Oc1cccc(CN2CCOCC2)c1O	19	-2	8	10	8	·	3	-3.7	18	-12	18
Cn1c(=O)c2c(n(Cc3ccccc3)c1=O)NC(=O)C2CC(=O)N1CCc2ccccc2C1 (configuration not stated)	21	-2	-6	7	18	·	-7	9.2	-4	-16	7
CCOC(=O)NCc1ccc2c(c1)OCO2	-2	-3	4	1	6	5	-3	-1.7	-15	-4	-4
COc1ccc(-c2[nH]nc3oc(=O)cc(C)c23)cc1	-4	4	-6	1	1	-2	-1	2.2	-4	-21	-9
Cc1ccsc1/C=C(\C#N)C(=O)Nc1c(C)n(C)n(-c2ccccc2)c1=O	11	6	3	-11	7	0	6	4.0	-10	8	-3
N/C(=N\OC(=O)COc1ccccc1)c1ccccn1	-199	-9	-51	-201	-18	2	16	-1.9	-85	-51	7
CNc1cnc(-c2ccc(F)c(F)c2F)cn1	-324	·	·	-328	-4	·	-12	3.5	-97	-85	-9
Cc1cc2c(c(=O)n1CCN(C)C)C(c1ccc(Cl)cc1)C(C#N)=C(N)O2 (configuration not stated)	18	6	2	5	-19	5	21	-2.0	-15	-15	-8
Clc1ccc(CNc2cnccn2)cc1	0	4	-8	-2	10	1	2	1.4	-7	-2	3
CCc1ccc(NC(=O)Cc2cn(C)c3ccccc23)cc1	-72	-13	-8	-25	-4	0	-4	1.5	-30	-109	-1
O=C(NCc1ccccn1)NC1CCCCC1	8	0	-6	0	9	1	-13	1.7	-41	-17	0
COc1ccccc1NCCC(=O)OCC(=O)NCc1ccco1	-12	9	-2	-46	2	-2	-3	0.4	-12	-29	-18
COCCNc1c(-c2ccc(OC)cc2)nc2ccc(Cl)cn12	-144	-7	-32	-79	-11	0	-12	1.4	4	12	12
CN1/C(=C\C(=O)c2cccs2)C(C)(C)c2ccccc21	-153	-11	-21	-56	7	-3	-8	0.6	-49	11	-1
COCCNC(=O)C1(C)CCCN(Cc2csc(-c3ccc(Cl)cc3)n2)C1 (configuration not stated)	-4	·	·	10	4	·	-1	0.1	-14	12	-2
CCOc1ccc(NC(=O)CN(C)C(=O)c2cc3c(s2)CCC3)cc1OCC	19	-6	·	20	-1	·	2	1.9	10	-2	-5
CCOc1ccccc1NC(=O)CSc1c(C)n[nH]c1C	9	1	4	14	-10	-2	4	-0.9	-17	-9	-1
Cc1nc2c(c(C)c1C#N)C(=O)c1ccccc1-2	7	-5	23	7	-27	1	3	-1.9	-47	22	4
CCCCn1c(SCc2ccccn2)nc2c1c(=O)n(C)c(=O)n2C	22	-9	7	9	3	3	1	7.1	-4	6	-13
Cc1ccccc1NC(=S)N(CCCN1CCC(C)CC1)Cc1ccco1	20	-3	0	-3	-10	-2	0	-1.0	-18	1	4
Cc1c(NC(=O)c2ccc(N3CCCC3)c([N+](=O)[O-])c2)cccc1-c1nc2ccccc2s1	-33	10	-4	-23	-6	0	7	0.8	-39	0	1
CCC(CC)c1nnc(NC(=O)c2ccco2)s1	-50	-1	-3	-34	24	1	4	0.5	-8	-6	-2
COc1ccc(CNC(=O)C(c2ccncc2)N(C(=O)Cc2cccs2)c2ccccc2)cc1 (configuration not stated)	16	0	20	4	-8	·	13	0.5	-33	-8	-2
CCOCCCNC(=O)c1ccc(N2CCCC2)c(NS(=O)(=O)c2ccc(C)cc2)c1	-40	-7	-17	-10	0	-4	-8	-1.3	-21	-7	-4
Cc1cc(=O)oc2cc(OCC(=O)Nc3cccc(S(=O)(=O)N(C)C)c3)ccc12	9	3	-5	-2	-9	-2	-4	3.5	-7	2	0

Record cards, as listed above:
COCCNc1c(-c2ccc(OC)cc2)nc2ccc(Cl)cn12 across the screens: HIF-2a inh: -144; EBV LMP1 NFkB: -7; TRPM1 prom inh: -32; Peg3 prom inh: -79; CF NFkB inh: -11; NR2E3 ag-1: 0; KKLEB tox: -12; hiPSC survival: 1.4; NR2E3 ag-2: 4; Shn3 3UTR inh: 12; TRAIL sens C8: 12
Cc1ccccc1NC(=S)N(CCCN1CCC(C)CC1)Cc1ccco1 across the screens: HIF-2a inh: 20; EBV LMP1 NFkB: -3; TRPM1 prom inh: 0; Peg3 prom inh: -3; CF NFkB inh: -10; NR2E3 ag-1: -2; KKLEB tox: 0; hiPSC survival: -1.0; NR2E3 ag-2: -18; Shn3 3UTR inh: 1; TRAIL sens C8: 4

New compounds follow
SMILES	HIF-2a inh	EBV LMP1 NFkB	TRPM1 prom inh	Peg3 prom inh	CF NFkB inh	NR2E3 ag-1	KKLEB tox	hiPSC survival	NR2E3 ag-2	Shn3 3UTR inh	TRAIL sens C8
N#Cc1c(Nc2ccc(F)cc2)sc(C(=O)c2ccccc2)c1N	28	0	8	33	34	1	-36	2.0	-11	2	-6
CC1CCc2nc(NC(=O)CN3CCOCC3)sc2C1 (configuration not stated)	-170	-21	-24	-134	11	0	5	-3.2	-43	69	0
COc1ccccc1CNC(=O)[C@H](C)NC(=O)C1CCN(C(=O)[C@@H](N)CC(C)C)CC1	3	7	1	13	-9	3	12	1.9	-17	0	-2
C[C@H](CO)N1C[C@H](C)[C@@H](CN(C)C(=O)Nc2ccccc2)Oc2c(NC(=O)Cc3ccccc3)cccc2C1=O	6	12	-7	-15	3	·	8	2.5	-45	13	11
O=C(/C=C/c1ccccc1Cl)NC1CCCCC1	-262	-6	-58	-260	7	3	-6	-0.6	-25	-79	9
Cc1c(NC(=O)c2cc(-c3ccco3)on2)c(=O)n(-c2ccccc2)n1C	3	-6	1	7	11	2	4	-0.7	-6	-23	-11
COc1cccc(CCNC(=O)c2ccc(C#N)cc2)c1	-42	5	5	-37	-23	-3	14	1.2	-16	-4	-4
Cc1ccc2nc(N(CCN(C)C)C(=O)/C=C/c3cccs3)sc2c1	18	-1	5	15	0	-2	-19	-2.0	22	-6	18
COCCSc1nnc(NC(=O)C2CC(=O)N(c3ccc(C)cc3)C2)s1 (configuration not stated)	3	-3	6	2	-9	0	4	-0.4	2	18	-2
Cc1nnn(C23CC4CC(CC(CC(=O)Nc5cccc(F)c5)(C4)C2)C3)n1	13	4	6	24	-18	5	7	-0.4	-9	-6	-5
CCC(CC)COC(=O)C(C#N)c1nc2ccccc2nc1N1CCOCC1 (configuration not stated)	3	3	-18	8	7	0	-11	-0.5	-2	4	12
Cc1cc(NC(=O)C(C)SCC(=O)Nc2ccc(Br)cc2Br)no1 (configuration not stated)	-12	-5	8	5	14	-1	-11	-0.3	9	1	-2
Cn1c(-c2ccc(-c3ccccc3)cc2)c[nH]c1=S	-174	6	-26	-251	-37	0	-9	-1.3	-45	-23	6
O=C(/C=C\c1ccc2c(c1)OCO2)NC1(C(=O)Nc2ccc3c(c2)OCCO3)CCCCC1	27	-3	3	-17	-13	0	6	-0.2	-46	9	-17
CCOc1ccc(NC(=O)CN(C)C(=O)c2ccccc2Cc2ccccc2)cc1OCC	4	-11	8	19	2	2	-32	0.9	4	-33	-2
O=C(Nc1ccccc1Cl)c1cc[n+](Cc2ccc([N+](=O)[O-])cc2)cc1	2	7	-7	-3	-1	2	0	-0.9	1	-1	-4

Screens as filed in PubChem.

A portion of the library; the hit share may differ from the screen's.
